# APJ agonist: agonists of human apelin receptor APJ, primary screen, CHO-K1 cells, PathHunter beta-arrestin, luminescence | P35414 | 0% DMSO wells, 100% apelin | activation, % at 20 µM | 330,000 compounds, 0.11% hits | AID 2520, 2010;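 active = activation more than six SD over the plate average, tested at 20 µM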;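 note: 0% = DMSO alone and 100% = apelin-13 at 10 nM; some results filed as inactive read as strong as hits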
# Target sequence (P35414 whole entry, looked up): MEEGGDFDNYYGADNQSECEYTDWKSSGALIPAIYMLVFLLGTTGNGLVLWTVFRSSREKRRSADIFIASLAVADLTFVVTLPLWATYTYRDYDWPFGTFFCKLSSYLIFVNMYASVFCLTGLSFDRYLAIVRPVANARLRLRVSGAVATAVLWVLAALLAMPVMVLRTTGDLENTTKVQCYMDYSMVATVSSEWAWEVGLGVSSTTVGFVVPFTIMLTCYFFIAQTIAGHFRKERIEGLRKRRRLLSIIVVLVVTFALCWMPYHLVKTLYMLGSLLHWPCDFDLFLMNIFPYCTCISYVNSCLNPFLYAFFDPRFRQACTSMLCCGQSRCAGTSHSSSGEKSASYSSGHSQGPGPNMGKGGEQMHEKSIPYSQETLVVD
#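 Test system – PathHunter CHO-K1 APJ (AGTRL-1) beta-arrestin reporter cells · Input – 1000 cells/well · Compound – single test compound dose, 20 µM final, 1% DMSO · Times – compound stimulation 90 min at 25 °C, detection 60 min · Technique – beta-gal luminescence · Read-out basis – APJ–arrestin association signal · Control set – negative DMSO alone, positive Apelin-13 at 10 nM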
# GRIN3A LBD mod: binders of NR3A ligand-binding domain, primary screen, biophysical, differential scanning fluorimetry, uHTS; Glutamate receptor ionotropic, NMDA 3A (GRIN3A) ligand-binding domain; NR3A LBD differential scanning fluorimetry, Tm shift; 0% = protein alone, 100% = glycine-bound protein; Tm shift relative to glycine control, % at 25 µM; 340,000 compounds, 2.5% hits;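 active = melting temperature shift of at least 10% of the positive control shift, at one fixed dose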
# tim10-1 inh: growth inhibitors of tim10-1 mutant yeast, primary screen, luminescence, uHTS; 330,000 compounds, 2.2% hits; S. cerevisiae tim10-1 ts strain growth, BacTiter-Glo, 24 h; AID 463190, 2010; inhibition, % at 20 µM;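 active = inhibition of at least 40%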;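 note: mutant grown at 25 °C; 0% = DMSO wells with yeast and 100% = wells holding no yeast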
# MIN6 prolif: inducers of MIN6 beta-cell proliferation, primary screen, ATP luminescence, uHTS; MIN6 cells proliferation, ATPlite luminescence, 48 h; cells starved in 0.2% serum; 100% = growth in 10% serum; 330,000 compounds, 0.29% hits; proliferation, % at 10 µM;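 active = compounds whose signal lies at least 3.5 SD above the mean of all wells on their plate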;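 note: 0% = DMSO-treated cells in low-serum medium and 100% = 10% serum control; some compounds called inactive have numbers as strong as hits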
# tim23-1 inh: growth inhibitors of tim23-1 mutant yeast, primary screen, luminescence, uHTS; S. cerevisiae tim23-1 growth, BacTiter-Glo luminescence, 24 h; inhibition, % at 20 µM; 330,000 compounds, 1.3% hits; AID 463212, 2010;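 active = growth inhibition of the mutant yeast at or above 50%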;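 note: temperature-sensitive mutant grown at 25 °C; plate controls were DMSO-treated mutant yeast for no effect and medium wells lacking yeast for full effect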
# NALP3 yeast inh: NALP3 inflammasome inhibitors in reconstituted yeast, primary screen, luminescence, uHTS. Yeast reconstituted NLRP3/ASC/caspase-1, beta-gal luminescence, 24 h. inhibition, % at 10 µM. 330,000 compounds, 0.39% hits. AID 2825, 2010;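 active = inhibition of 50% or more; inactive = inhibition below 50%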;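 note: plate controls were induced DMSO wells for no effect and uninduced yeast grown without galactose for full effect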
# TIM10 inh: growth inhibitors of isogenic TIM10 control yeast, primary screen, counter-screen for tim10-1 yeast inhibitor project, luminescence, uHTS. S. cerevisiae TIM10 strain growth, BacTiter-Glo luminescence, 24 h. inhibition, % at 10 µM. 330,000 compounds, 1.4% hits;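 active = inhibition of 40% or more at the single tested concentration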;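 note: wild-type TIM10 isogenic control strain grown at permissive 25 °C; 0% = DMSO yeast wells and 100% = minimal medium wells without yeast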
# APJ antagonist: antagonists of human apelin receptor APJ, primary screen, CHO-K1 cells, beta-arrestin complementation, luminescence | P35414 | inhibition, % at 20 µM | 330,000 compounds, 0.32% hits;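 active = inhibition above about 40% at 20 µM, limit read from the data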;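 note: cells challenged with 10 nM apelin-13 agonist together with compound; plate controls were apelin-13 plus DMSO wells for no effect and DMSO wells lacking apelin-13 for full effect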
# MPTP inh: mitochondrial permeability transition pore inhibitors, primary screen, biochemical, isolated mouse mitochondria, absorbance; inhibition, % at 10 µM; 360,000 compounds, 1.4% hits; AID 602449, 2012; Ca2+ swelling absorbance, 30 min;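 active = inhibition of 50% or more, scaled per plate between neutral and stimulator controls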;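 note: 0% = DMSO wells given calcium and 100% = 1 mM EGTA wells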
# * marks the source's active call; other numbers are inactive results.
cpd	Compound	tim23-1 inh	MPTP inh	GRIN3A LBD mod	NALP3 yeast inh	APJ antagonist	APJ agonist	TIM10 inh	MIN6 prolif	tim10-1 inh
1	CCN(CC)c1ccc(/C=N/NC(=O)c2cnccn2)c(O)c1	40	1.8	-16	28	-4	-2	45*	-6	5
2	Cc1csc(Nc2ccccc2)[n+]1C	-1	-0.3	-1	15	-13	-4	-9	-3	-21
3	CCN(CC)S(=O)(=O)c1ccc(OCC(=O)NCc2ccco2)cc1	17	1.4	-1	-4	-25	-4	2	0	10
4	C/C(=N\Nc1ccc(S(=O)(=O)Nc2ccccc2)cc1[N+](=O)[O-])c1ccc(N2CCOCC2)cc1	-1	7.3	-1	20	15	-6	9	-2	3
5	c1ccc(-c2nc(-c3ccc(-c4ccon4)s3)no2)cc1	-11	0.7	-2	-9	-1	1	6	-2	4
6	O=C(CCC(=O)Nc1ccccc1)NNC(=O)CCc1ccccc1	-11	-4.7	1	7	27	-2	19	0	3
7	CCc1ccc(CN2CCC(C(=O)Nc3ccc(Oc4ccccc4)nc3)CC2)o1	2	29	-2	9	-40	10	7	-4	-5
8	CSc1ncccc1C(=O)OCc1nc2ccsc2c(=O)[nH]1	-6	2.3	2	9	9	-5	14	-1	7
9	Cc1nn(CC(=O)NCc2ccccc2)c(=O)c2cccn12	-6	-0.4	2	4	-4	-6	5	1	-5
10	Cc1c(C2C(C#N)=C(N)OC3=C2C(=O)CCC3)cnn1C (stereo not given)	10	-2.0	5	-18	0	-1	0	-1	13
11	COc1ccc(Nc2nc(N3CCOCC3)nc(N3CCOCC3)n2)cc1Cl	38	-0.1	-2	29	15	-2	-2	2	-4
12	O=C(CSc1nc2c(sc3ccccc32)c(=O)n1CCCN1CCOCC1)NCC1CCCO1 (stereo not given)	16	-0.5	-3	11	6	-3	16	-3	-1
13	CC(=O)N/C(=C\c1ccc(F)cc1)C(=O)NC(Cc1c[nH]c2ccccc12)C(=O)O (stereo not given)	-8	-1.5	14*	-15	3	-5	2	-1	-1
14	COC(=O)C1=C(C)N=c2s/c(=C/c3cccs3)c(=O)n2C1c1cccs1 (stereo not given)	11	1.4	3	-2	8	0	20	-1	22
15	CCc1nc2ccc(C(=O)N3CCN(c4ccc([N+](=O)[O-])cc4)CC3)cc2nc1CC	21	-2.2	0	12	25	0	28	-5	34
16	O=C1CCC(C(=O)Nc2cccc(Br)c2)N1 (stereo not given)	17	-0.6	0	3	-12	0	5	0	4
17	CCC(=O)Nc1ccc(Oc2ccc(NC(=O)CC)c(NC(=O)CC)c2)cc1	7	-1.9	-1	15	-8	-2	-1	-2	8
18	C[C@H]1COC(=O)[C@@H](CC(=O)OC(C)(C)C)C/C=C\C[C@H](CC(=O)NCCO)C(=O)N1	5	-2.4	0	20	3	-2	0	0	0
19	CNC(=O)/C(C#N)=C/c1c(N2CCN(c3ccccc3)CC2)nc2c(C)cccn2c1=O	27	-0.4	-2	-1	-5	-4	15	2	17
20	Cc1ccc(C)c(NC(=O)Cc2ccc(S(=O)(=O)N3CCCCC3)s2)c1	18	4.9	-1	-14	-3	0	17	0	24
21	COc1cc(C)c(/C=C(\C#N)C(=O)Nc2ccc(C)cc2)cc1C(C)C	8	7.1	-2	15	17	-1	-7	0	1
22	Cc1ccc(-c2noc(C3CCCN(C(=O)c4ccc(C(C)(C)C)cc4)C3)n2)o1 (stereo not given)	19	61*	-1	4	11	-2	25	0	20
23	CCOC(=O)Cc1csc2nc(-c3ccccc3)nn12	7	0.7	2	23	1	-1	5	3	22
24	COc1ccc(NC(=O)C/C(C)=N/NC(=O)c2ccncc2)c([N+](=O)[O-])c1	3	-0.4	-2	6	6	-3	7	-1	11
25	Cc1cccc(-n2cnc3c(sc4nc(N5CCOCC5)c5c(c43)CCCC5)c2=O)c1	14	8.6	0	20	6	1	14	-3	2
26	COc1ccc(OCCCC(=O)OCC(=O)Nc2c(C)nn(-c3ccccc3)c2C)cc1	28	-2.4	0	29	-37	6	18	1	16
27	Cc1ccc(CSc2ncnc3c2cnn3Cc2ccccc2)cc1	-6	-0.5	3	27	1	-5	0	-4	3
28	C=CCn1c(C)nc2ccccc2c1=O	-13	-1.2	0	11	-14	-4	-2	2	-11
29	COc1ccc(NC(=O)CSc2nnnn2-c2ccccc2OC)c(OC)c1	26	-0.4	0	6	11	-2	-3	-3	7
30	C(=N\Nc1nc(N2CCOCC2)nc(N2CCOCC2)n1)/c1ccncc1	13	-0.2	-2	1	-1	-3	1	-1	10
31	COc1ccc(OCC(=O)NNC(=O)Nc2cccc(Cl)c2)cc1	-5	1.1	2	16	10	2	12	-4	-1
32	O=C(CN1C(=O)NC2(CCCCC2)C1=O)Nc1cc(C(F)(F)F)ccc1N1CCCCC1	13	-2.0	-16	-1	7	-8	-3	-5	6
33	CN(C)/N=C/c1ccc(OC(=O)c2cccc([N+](=O)[O-])c2)cc1	5	-0.1	1	3	10	1	0	-4	20
34	CCc1cc2c(=O)c(-c3ccc(F)cc3)c(C)oc2cc1OCC(=O)O	16	0.8	-1	3	-21	-3	9	0	15
35	Cc1cccc(S(=O)(=O)NC2CCCCCCC2)c1	36	0.2	-1	38	-12	1	-1	-2	10
36	O=C(c1sc2cc([N+](=O)[O-])ccc2c1Cl)N1CCCCC1	26	4.0	5	24	-14	3	8	0	15
37	COc1cc(/C=C/C(=O)OC(C)C(=O)NC2CCCCC2C)cc(Cl)c1OC (stereo not given)	23	-2.0	-1	8	13	-10	2	3	8
38	O=C(c1ccco1)N1CCN(C(=O)C2CC(=O)N(c3ccccc3)C2)CC1 (stereo not given)	1	1.3	-1	12	-8	-1	0	-2	-3
39	Cn1c(=O)c2c(nc(N3CCOCC3)n2CCCNC2=NCCCCC2)n(C)c1=O	-6	-0.5	3	12	2	-3	-21	0	11
40	CC(=O)c1cccc(NC(=O)CCS(=O)(=O)c2cccc3nsnc23)c1	28	0.8	0	15	10	1	1	0	24
41	CCOC(=O)C(C)(C)NS(=O)(=O)c1ccc(Cl)c([N+](=O)[O-])c1	22	0.2	0	-8	-14	0	13	-6	1
42	CC(C)Oc1ccc(C(=O)NC(=S)N2CCOCC2)cc1	10	-0.2	-3	-2	18	3	5	0	12
43	CCCc1nc2ccccc2c(C(=O)OC2CCOC2=O)c1CC (stereo not given)	11	-0.3	-1	3	-21	-3	-2	-4	14
44	CCSc1nnc(-c2cccc(S(=O)(=O)N(C)C)c2)n1-c1cc(OC)ccc1OC	19	-1.1	0	18	6	-3	16	0	19
45	CCOc1ccc(CN2CCN(Cc3cc4c(cc3Cl)OCO4)CC2CCO)cc1 (stereo not given)	20	3.0	0	19	-10	-3	4	-1	1
46	N#Cc1c(-c2ccc(Cl)cc2Cl)nc2n(c1=O)CCS2	14	-2.5	3	3	-6	-3	7	-7	27
47	CCOc1ccccc1NC(=O)c1cnc(NS(=O)(=O)c2ccccc2)nc1	-47	-0.4	-3	-6	13	0	4	0	-17
48	COc1ccc(S(=O)CC(=O)Nc2ccccc2Cl)cc1 (stereo not given)	4	-1.3	-2	8	11	0	11	-3	9
49	Cc1ccccc1-c1nc(C(=O)NCC2CCCO2)cc2c1[nH]c1ccccc12 (stereo not given)	27	-2.8	-4	3	-24	4	10	-6	28
50	CCOc1ccccc1OCCOc1cccc(C(F)(F)F)c1	8	4.2	-4	5	7	2	6	-2	0
51	O=C(CC1C(=O)NCCN1Cc1ccc(-c2ccccc2)cc1)NC1CCC1 (stereo not given)	11	0.4	0	34	-2	1	-4	-3	11
52	Nc1cccc2c1C(=O)N(C(=O)/C=C/c1cccc(F)c1)C2=O	82*	0.0	-3	-11	20	1	50*	-5	69*
53	CC(=O)NC1C(OC(=O)/C=C/c2ccccc2)OC(COC(C)=O)C(OC(C)=O)C1OC(C)=O (stereo not given)	9	-0.8	-1	3	9	0	10	1	3
54	O=C(O)c1cccc(NC(=O)c2ccc(CN3C(=O)c4ccccc4C3=O)cc2)c1	-1	-1.2	-1	16	0	0	-4	-2	-1
55	CC(C)(C)C(=O)Cn1c(=N)n(Cc2ccccc2)c2ccccc21	29	-6.4	1	13	15	-4	10	-5	15
56	CSc1nc(C)c(CCOC(=O)c2cccc(C)c2)c(=O)[nH]1	18	0.4	0	8	6	6	23	0	33
57	CC[n+]1cc(-c2ccccc2)nc(N2CCOCC2)n1	12	-1.0	0	19	-4	-5	22	-2	26
58	Cc1cc(C)c2oc(C(=O)N3CCN(C)CC3)cc(=O)c2c1	5	-1.2	0	-3	-7	-1	-9	-2	10
59	COc1ccccc1NC(=O)CSc1nnc(CNC(=O)c2cccs2)o1	-10	0.4	-2	14	29	-2	-2	-3	0
60	CCOC(=O)C1=C(Cn2ccc(C(F)(F)F)n2)NC(=O)NC1c1ccc2c(c1)OCO2 (stereo not given)	12	-3.0	4	23	2	0	1	0	10

# Next section:
cpd	Compound	tim23-1 inh	MPTP inh	GRIN3A LBD mod	NALP3 yeast inh	APJ antagonist	APJ agonist	TIM10 inh	MIN6 prolif	tim10-1 inh
61	CCOC(=O)CC1=CC(C)(CC(=O)OCC)C(C#N)(C#N)C(N)=C1C#N (stereo not given)	20	0.9	-3	18	-9	-4	17	-2	17
62	Cc1nn(-c2ccc(F)cc2)c(Cl)c1/C=C(\CC(=O)O)c1nc2ccccc2s1	25	-1.7	-2	11	10	-5	17	-3	19
63	NC(=O)[C@H]1CC2(CC(c3cccc(NC(=O)c4ccccc4)c3)=NO2)CN1C(=O)[C@H]1CCC(=O)N1 (stereo not given in full)	9	-0.8	2	14	2	6	4	2	-2
64	Cc1[nH]n(-c2ccccc2)c(=O)c1/C=N/c1ccccn1	19	0.6	-1	13	25	-4	14	-1	17
65	Cc1cc2oc(=O)cc(CN3CCN(S(=O)(=O)c4cccs4)CC3)c2cc1C(C)C	16	2.2	1	-6	-27	6	-1	0	12
66	CCOC(=O)c1[nH]c(C)c(C(=O)N(CC)CC)c1C	18	-1.6	0	10	15	-1	1	4	5
67	O=C(CCNC(=O)c1ccccc1Cl)Nc1ccc(Br)c(C(F)(F)F)c1	-13	4.6	0	-3	4	-2	11	-5	39
68	CCOC(=O)CNC(=O)/C=C/c1c(Cl)cccc1Cl	19	0.6	-1	4	-32	-1	-17	2	-11
69	CC(C)OC(=O)c1cccc2c1C(=O)c1ccccc1-2	50	1.1	-2	6	-1	-3	-9	3	20
70	COc1ccccc1C(=O)NCCn1cc(SCC(=O)Nc2cc(C)on2)c2ccccc21	24	0.5	0	5	-6	0	22	-1	21
71	CCc1nnc(SCc2ccc(CSc3nnc(CC)n3N)cc2)n1N	11	-2.5	1	8	-13	1	-4	0	6
72	Brc1ccc(COc2cccc3cccnc23)cc1	36	0.0	-1	41	-15	-1	16	0	7

# Whole records from above. Values in the order: tim23-1 inh, MPTP inh, GRIN3A LBD mod, NALP3 yeast inh, APJ antagonist, APJ agonist, TIM10 inh, MIN6 prolif, tim10-1 inh
# CCOC(=O)CC1=CC(C)(CC(=O)OCC)C(C#N)(C#N)C(N)=C1C#N (stereo not given) across the screens: 20, 0.9, -3, 18, -9, -4, 17, -2, 17
# NC(=O)[C@H]1CC2(CC(c3cccc(NC(=O)c4ccccc4)c3)=NO2)CN1C(=O)[C@H]1CCC(=O)N1 (stereo not given in full) across the screens: 9, -0.8, 2, 14, 2, 6, 4, 2, -2
